Assay outcomes from PubChem BioAssay.
ROC1-CUL1 inh: inhibitors of human ROC1-CUL1 ubiquitin ligase activity | E3 ubiquitin-protein ligase RBX1 (Homo sapiens) + Cullin-1 (Homo sapiens), P62877+Q13616 | AID 1347404, 2020 | actives 0.6% (n = 140,000) | inhibition, % at 10 µM | in vitro K48 di-Ub FRET, acceptor:donor ratio, 45 min; in the data active = inhibition above about 25%
Target sequence (P62877 whole entry, looked up): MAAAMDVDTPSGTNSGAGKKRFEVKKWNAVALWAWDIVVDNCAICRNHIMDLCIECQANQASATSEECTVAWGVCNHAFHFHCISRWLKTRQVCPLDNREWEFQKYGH
Target sequence (Q13616 whole entry, looked up): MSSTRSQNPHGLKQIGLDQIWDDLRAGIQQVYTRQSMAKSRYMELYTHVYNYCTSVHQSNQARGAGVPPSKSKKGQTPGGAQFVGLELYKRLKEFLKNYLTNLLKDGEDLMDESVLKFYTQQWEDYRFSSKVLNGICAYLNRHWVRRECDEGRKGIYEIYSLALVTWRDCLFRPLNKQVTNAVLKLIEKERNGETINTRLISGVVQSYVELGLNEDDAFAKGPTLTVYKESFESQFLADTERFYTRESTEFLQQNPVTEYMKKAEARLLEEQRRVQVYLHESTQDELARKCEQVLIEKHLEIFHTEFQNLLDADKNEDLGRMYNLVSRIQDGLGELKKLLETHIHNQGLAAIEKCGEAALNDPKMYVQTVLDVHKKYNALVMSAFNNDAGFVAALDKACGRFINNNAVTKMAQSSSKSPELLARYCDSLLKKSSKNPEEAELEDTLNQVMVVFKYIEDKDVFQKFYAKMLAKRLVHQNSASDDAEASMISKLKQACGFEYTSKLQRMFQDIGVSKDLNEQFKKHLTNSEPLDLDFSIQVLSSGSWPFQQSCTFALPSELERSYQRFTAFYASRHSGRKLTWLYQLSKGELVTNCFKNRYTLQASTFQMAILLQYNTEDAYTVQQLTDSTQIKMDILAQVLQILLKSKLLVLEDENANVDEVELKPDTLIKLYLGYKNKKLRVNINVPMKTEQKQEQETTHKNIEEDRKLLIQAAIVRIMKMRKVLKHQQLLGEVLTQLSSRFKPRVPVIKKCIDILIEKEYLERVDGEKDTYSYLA
* = called active by the depositor.

molecule | ROC1-CUL1 inh
CCN(CC)CCOc1ccc2c(c1)C(=NNC(=O)C13CC4CC(CC(C4)C1)C3)c1cc(OCCN(CC)CC)ccc1-2 | -6
CCc1ccc(NC(=O)Cn2c(=O)n(CCCC(=O)NCc3ccccc3OC)c(=O)c3ccccc32)cc1 | -2
COc1ccc(CC2(CCC(=O)NC(C)Cn3ccc4ccccc43)CCC(=O)N2)c(F)c1 (configuration not stated) | -4
Nc1nc(-c2ccccc2)nn1S(=O)(=O)c1ccccc1 | 5
COc1ccc(C(=O)NC(=S)Nc2cc(OC)ccc2OC)cc1 | 1
COCC(=O)N1CCC2(CCCN(Cc3cc(OC)ccc3F)C2)C1 (configuration not stated) | 3
COc1ccc(-c2cc(C(=O)Nc3cccc(C)c3)c3ccccc3n2)cc1 | -3
CC(O)c1cccc(NC(=O)COc2ccc(Cl)cc2Cl)c1 (configuration not stated) | 3
CCOc1ccc2c(c1)-c1c(ssc1=Nc1ccc(F)c(Cl)c1)C(C)(C)N2 | -11
CCOc1ccccc1NC(=O)CSc1nc2c(sc3ccccc32)c(=O)n1CCCC(=O)NC1CCCC1 | 3
CC(C)(CO)NC(=O)NCC12CC3CC(CC(C3)C1)C2 | 8
Cc1ccc2c(c1)CCCN2C(=O)Cn1ncc(N(C)C)cc1=O | 5
CC(=O)c1cccc(NC(=O)c2sc3nc(-c4ccc(C)cc4)cc(-c4ccc(Cl)cc4)c3c2N)c1 | 8
O=C(Cc1ccc(Cl)cc1)Oc1ccc(Cl)cc1 | 6
Cc1cccc(NC(=O)Cn2nnc(C(=O)NCc3ccco3)c2N)c1 | -4
CN(C)Cc1cnc(S(=O)(=O)CC2CC2)n1CC1CCCCC1 | 7
COc1cc(OC)c(N(C)C(=O)Cn2ncc3c(=O)oc4ccccc4c32)cc1Cl | -4
CCOc1ccc(C(=O)NCc2nnnn2-c2ccc(C)c(C)c2)cc1OCC | 5
Cc1nnsc1C(=O)N(C)c1ccc(Cl)c(Cl)c1 | 2
COCCc1nn2c(=O)cc(COC(=O)c3ccc(C(C)(C)C)cc3)nc2s1 | 3
COc1cccc(NC(=O)Cn2c(=O)n(Cc3ccccc3)c(=O)c3c4c(sc32)CN(C(C)=O)CC4)c1 | 7
CCOc1ccc(-c2csc(NC(=O)CCc3ccccc3)n2)cc1 | 5
Cc1ccc(CSc2nnc3nc4c(nn23)c2ccccc2n4C)cc1 | -8
CN(CC1Cc2ccccc2O1)C(=O)CCC1(Cc2ccc(Cl)cc2)CCC(=O)N1 (configuration not stated) | -2
C=CCn1nnc(NC(=O)Cc2ccccc2)n1 | -8

A few values from the entries so far.
COc1ccc(-c2cc(C(=O)Nc3cccc(C)c3)c3ccccc3n2)cc1 in ROC1-CUL1 inh = -3
COc1cc(OC)c(N(C)C(=O)Cn2ncc3c(=O)oc4ccccc4c32)cc1Cl in ROC1-CUL1 inh = -4

(next part)
molecule | ROC1-CUL1 inh
COC(=O)C(NC(=O)c1ccccc1Cl)(Nc1nc(C)cs1)C(F)(F)F (configuration not stated) | 5
CCCc1ncc(CN2CCC(C3CCN(c4ncccn4)CC3)C2)cn1 (configuration not stated) | -4
COc1ccc(CC2(CO)COc3ccccc3C2=O)cc1 (configuration not stated) | 1
Cc1ccccc1-n1nnnc1C1(NC(=O)C(F)(F)F)CCCCC1 | 10
CN1CCN(C(=O)c2cc(COc3c(F)cccc3F)on2)CC1c1ccccc1 (configuration not stated) | 1
Nc1c(C(=O)N2CCOCC2)sc2nc3c(cc12)CCC3 | 1
CCCc1cc(=O)[nH]c2nnc(SCCC(C)C)n12 | -4
CCCN(CCC)C(=O)C1CCN(c2ncnc3c2nc2n3CCCCC2)CC1 | 2
CCc1ccc(NC(=O)Cn2c(=O)n(-c3ccc(OC)cc3)c(=O)c3ccc(C(=O)NCc4ccc(C)cc4)cc32)cc1 | 2
COc1ccc(-n2c(=O)[nH]c3cc(C(=O)NCCc4ccccc4)ccc3c2=O)cc1OC | 5
COc1ccc(C)cc1S(=O)(=O)Nc1ccc(C(N)=O)cc1 | -3
O=C1C(=Nc2ccc(Cl)cc2)CC(c2cccc([N+](=O)[O-])c2)N1c1ccc(Cl)cc1 (configuration not stated) | -12
Cc1ccc(Cl)cc1NC(=O)c1cc(S(=O)(=O)N2CCCCCC2)cn1C | 6
Cc1ocnc1C(=O)NC1CCCN(Cc2ccc(CC(C)C)cc2)C1 (configuration not stated) | -18
Cn1c(=O)n(CCN2CCCCC2)c(=O)c2c1nc1oc(C(C)(C)C)cn12 | 4
Clc1ccc(Nc2ccc(Cl)nn2)cc1 | 10
COc1cccc(OC)c1C(=O)N1CCN(Cc2c(OC)ccc3ccccc23)CC1 | -5
O=c1c2c(-c3ccccc3)csc2nc2c3ccccc3c(NCC3CCCO3)nn12 (configuration not stated) | 1
CC(=O)N1CCCN(C(=O)c2csc3nc(-c4cc(C)ccc4C)cn23)CC1 | 1
O=C1CC(N2CCN(C3CCc4ccccc4C3)CC2)C(=O)N1c1ccc(Br)cc1 (configuration not stated) | 1
COc1ccc(CNC(=O)CCc2nc3cccnc3n2Cc2ccccc2)cc1 | -7
CCOC(=O)C1=C(CSC#N)OC(=N)C(C#N)C1c1cccnc1 (configuration not stated) | 8
CCn1c(COc2ccccc2)nnc1SCC(=O)Nc1ccccc1F | -6
Cc1coc2cc3oc(=O)c(CC(=O)NCc4cccc(Cl)c4)c(C)c3cc12 | -4
COc1ccc(NC(=O)CN2CCN(CCN=CC3C(=O)CC(C)(C)CC3=O)CC2)cc1 | -4
O=C(O)c1ccc([N+](=O)[O-])c(C(=O)O)n1 | -2
COc1cc(CN(C(=O)c2ccc(OC(C)C)cc2)C2CCS(=O)(=O)C2)cc(OC)c1OC (configuration not stated) | 1
Cc1ccc(C(=O)NC2CC3CCC2C3)cc1NS(C)(=O)=O (configuration not stated) | 3
Cc1nnc(-c2cccc(NC(=O)C3CCCCN3C(=O)CN3CCOC3=O)c2)s1 (configuration not stated) | 4
CCc1ccc(OC)c(S(=O)(=O)n2ccnc2CC)c1 | -19
CCOC(=O)c1cnn(-c2cc(Oc3ccccc3C)ncn2)c1C | -4
Cc1cccc(CN2CCCC(O)(CN(C)C(C)C)C2=O)c1 (configuration not stated) | -7
Cc1cccc(Nc2ncc3c(n2)CCCC3=O)c1 | 14
Cc1cccc(NC(=O)CCS(=O)(=O)c2cc(Br)cc3c2N(C(=O)C2CC2)CC3)c1 | 10
CCCN(CCC)S(=O)(=O)c1ccc(NC(=O)COc2ccc(Cl)cc2)cc1 | 0
CSc1cccc(NC(=O)N2CCC(Cn3cc(C4CC4)nn3)CC2)c1 | 13
CCCCC(=O)N=C1C(=O)N(c2ccccc2)N(C)C1C (configuration not stated) | 6
CC(C)(C)N(Cc1ccc2c(c1)OCO2)C(=O)/C=C\Sc1ccccc1 | 7
CCOc1ccc(CNC(=O)CCn2nc(C)c3c(C)n(-c4ccccc4)nc3c2=O)cc1 | -8
O=C(Cc1ccc(F)cc1)NCCc1csc(-c2cccc(F)c2)n1 | 7
CS(=O)(=O)N1CCCC(CCC(=O)NCc2ccccc2F)C1 (configuration not stated) | 4
CC(C)c1ccc(C2c3c(n[nH]c3-c3cccc4ccccc34)OC(=N)C2C#N)cc1 (configuration not stated) | 3
COc1cccc(N(CC(=O)N/N=C(\C)c2cccs2)S(C)(=O)=O)c1 | -3
Cc1ccc2nc(CNC(=O)c3ccccc3)[nH]c2c1 | 3
CCOC(=O)c1c(NC(=O)c2cc(=O)c3c(C)cc(C)cc3o2)sc2c1CCC2 | -4
O=C(NC1CC1)C1CCCN(C2CCN(C(=O)c3ccc(Cl)s3)CC2)C1 (configuration not stated) | -5
Cc1c(NC(=O)c2ccccc2F)cccc1-c1nc2cccnc2s1 | -3
CC(=O)NCCN1c2ccccc2C2CCC1O2 (configuration not stated) | 3
Cc1ccc(Cl)cc1-n1c(C)c(C)n2c3c(=O)[nH]c(=O)n(C)c3nc12 | 4
Cc1ccc(-c2cc3nc(-c4ccccc4)cc(C(F)(F)F)n3n2)cc1 | 3

Following part
molecule | ROC1-CUL1 inh
CSC1=NN2C(=N)/C(=C\c3cc(C)n(-c4ccc(C)cc4C)c3C)C(=O)N=C2S1 | 3
Cc1ccc(-n2c(-c3ccc(Br)cc3)nc3c(cnn3-c3ccccc3)c2=O)cc1 | -5
CCOc1ccccc1CNC(=O)C1CCCN(c2ncnc3onc(-c4ccc(F)cc4)c23)C1 (configuration not stated) | 1
CCCCCOC(=O)c1ccc2c(c1)C(=O)N(c1ccc(OCC)cc1)C2=O | -1
CCc1ccc(C2C(C#N)C(=N)C(C#N)(C#N)C3=CCN(Cc4ccccc4)CC32)cc1 (configuration not stated) | 9
COCCNc1oc(-c2ccc(OC)cc2)nc1C#N | 6
CC1(C)CC(=O)C(C(c2ccco2)C2C(=O)CC(C)(C)CC2=O)C(=O)C1 | -3
Cc1ncoc1C(=O)N1CCCC(CCc2cccc(F)c2)C1 (configuration not stated) | 9
COc1cc(SC)ccc1C(=O)Nc1cc(Cl)ccc1C | 6
CCOC(=O)C1C(=O)NCC2CCCC21 (configuration not stated) | -19
Cc1cccc(-n2cc(-c3ccnc(N4CCC(N(C)C)C4)n3)cn2)c1 (configuration not stated) | 1
Cn1ccnc1S/C(=C/C=C(C#N)C#N)c1ccc(Cl)cc1 | 5
Cc1ccc(NS(=O)(=O)N2CCCCC2)cc1 | 3
CC(=O)NCCC(=O)NCc1cccnc1Oc1ccc(C)nc1 | -6
Cn1c2c(c(=O)n(C)c1=O)C(c1cccc(F)c1)C(C#N)C(=N)O2 (configuration not stated) | -2
C1=CC2CCC1ON2c1ccccc1 (configuration not stated) | 0
CO[C@H]1[C@H](NC(=O)Cc2cccs2)c2ccccc2C12CCN(Cc1cccc(C(C)=O)c1)CC2 | -4
COC(=O)C1C(C)=NC(=O)NC1c1cc(Cl)cc(Br)c1OC (configuration not stated) | 10
COC(=O)CSc1nnc(-c2ccccc2OC)n1-c1ccc(C)cc1 | -3
c1cncc(CNc2nc3nonc3nc2NCc2cccs2)c1 | -6
O=C(NC1Cc2ccccc2C1)c1coc(COc2cccc(F)c2)n1 | 3
CN(C)CCCNCC#Cc1ccccc1 | 2
Cc1nc2c3cccnc3nn2c(C)c1CCC(=O)NCc1ccccc1 | 1
CS(=O)(=O)N1CCCC1C(=O)Nc1ccc(-c2cccc(F)c2)cc1 (configuration not stated) | 5
Clc1ccc(-c2nc(N3CCOCC3)c3ccccc3n2)c(Cl)c1 | -12

Some of the entries so far, field by field:
c1cncc(CNc2nc3nonc3nc2NCc2cccs2)c1
  ROC1-CUL1 inh: -6
O=C(NC1Cc2ccccc2C1)c1coc(COc2cccc(F)c2)n1
  ROC1-CUL1 inh: 3
CN(C)CCCNCC#Cc1ccccc1
  ROC1-CUL1 inh: 2
Cc1nc2c3cccnc3nn2c(C)c1CCC(=O)NCc1ccccc1
  ROC1-CUL1 inh: 1

Other compounds:
molecule | ROC1-CUL1 inh
Cc1nnsc1C(=O)Oc1ccc(Cl)cc1 | 3
COc1ccc(C2C3=C(N=C4SCC(=O)N42)c2ccccc2CC3)cc1OC (configuration not stated) | 6
Cc1ccc(CNC(=O)CN2C(=O)COc3ccc(S(=O)(=O)Nc4ccccc4)cc32)cc1 | -2
COc1ccc(-c2[nH]c(-c3ccccc3)nc2SCC(=O)Nc2ccc3c(c2)OCCO3)cc1 | 0
COCCn1c(=O)c2c(nc3n(-c4ccc(C)cc4)c(C)cn23)n(C)c1=O | 7
c1ccc(-c2nc3c(c(N4CCN(Cc5ncc[nH]5)CC4)n2)CCC3)cc1 | 3
COc1ccc(C)c2sc(N(Cc3cccnc3)C(=O)c3cccs3)nc12 | 8
CCCN(CCC)C(=O)Cn1c(=O)n(-c2ccc(Cl)cc2)c(=O)c2c3c(sc21)CCCC3 | -1
Cc1ccc(S(=O)(=O)N2CCc3cc(C(=O)N4CCOCC4)ccc32)cc1 | 6
CCCCC(=O)NC(=S)Nc1ccc(Oc2ccc(Cl)cc2)cc1 | -2
CC(C)NC(=O)Nc1ccc(Br)cn1 | 10
COc1ccc(C2NNC(=S)NN2)cc1OC | -5
Cc1ccc(C(C)C)c(OC(=O)C2CCCCC2)c1 | 2
CC(C)(C)C1CC=C2C(C#N)C(=N)C(C#N)(C#N)[C@H](c3ccc(OCC(N)=O)cc3)[C@H]2C1 (some centres not stated) | 5
CCOc1ccc(/C=C/c2nc(C#N)c(NC3CCCCC3)o2)cc1 | -1
c1coc(-c2ccc(N3CCC(NCCCn4cccn4)CC3)cc2)c1 | -6
CCOc1ccc(/C=C2\C(=O)C(C(=O)OC)=C(C)N2c2ccc(C)cc2)cc1 | 8
N=C1NC(=O)C(CC(=O)Nc2ccccc2SC(F)(F)F)S1 (configuration not stated) | 6
CC(C)(C)NS(=O)(=O)c1ccc2nc(NC(=O)c3cccnc3)sc2c1 | 2
COC(=O)c1ccccc1NC(=O)c1nn(-c2ccc(OC)cc2)c(=O)c2c1c1ccccc1n2C | -6
O=C(Nc1nnc(S(=O)(=O)N2CCCCC2)s1)c1ccc(Cl)cc1 | 1
Cc1ccc(N(C)C(=O)c2cc(S(=O)(=O)N3CCOCC3)cn2C)cc1 | -4
CC(Oc1ccc(Br)cc1Br)C(=O)Nc1ccc2c(c1)OCO2 (configuration not stated) | -2
Cc1ccc(S(=O)(=O)c2nc(-c3ccccc3Cl)oc2N2CCCCCC2)cc1 | 1
CCc1ccccc1N(C)S(=O)(=O)c1ccc2c(c1)C(=O)C(C(=O)NCCOC)C=N2 (configuration not stated) | 11
CC(C)(C)c1ccc(OCCCC(=O)O)cc1 | -5
CC(C)c1ccc2c(c1)C(N1CCN(CCC3OCCO3)CC1)Cc1ccc(F)cc1S2 (configuration not stated) | -2

Some of the compounds tested (hit frequency here may not be typical).
